p53 reactivation – mutant p53 re-activation in reporter cells | H1299 p53-A138V BP100-luciferase reporter, luminescence, 24 h | Potency, µM (top dose mostly 92.2 µM), for inactives: at the top dose activity change, positive = activation, most hits filed as activators | 320,000 compounds, 0.063% hits; further: potency means the concentration at half of the fitted maximal effect; % of control where 0% means no effect; nearly all actives have a fitted effect of over 45% in size
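H1299 (p53-null), stable ts p53-A138V + BP100-Luc; 1000 cells/well, Opti-MEM/10% FBS; cpd 4 pt, 1:5; 24 h, 37 deg C, 5% CO2; detection reagent 10 min RT; luminescence.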
FLuc counter – counter-screen for miR-21 project: firefly luciferase inhibitors or activators. Potency, µM (doses to about 57.5 µM), inactives show at the highest dose activity change, negative = inhibition, usual class: inhibitors. P08659. purified FLuc, Km substrates, luminescence inhibition. 360,000 compounds, 6.9% hits;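 further: potency means the concentration at half of the fitted maximal effect; plate controls were vehicle for no effect and reference inhibitor for full effect; nearly all actives have a fitted effect of over 55% in size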
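Purified P. pyralis luciferase, 10 nM final, with Km-level 10 uM D-luciferin and 10 uM ATP in 50 mM Tris acetate pH 7.5, 10 mM Mg acetate, 0.01% Tween-20, 0.05% BSA; 6-point qHTS titration about 60 µM downward; luminescence read.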
RORg inh – blocks mouse ROR gamma transcriptional activity; Potency, µM (series often up to 53.6 µM), for inactives: at the top dose activity change, negative = inhibition, hits mostly inhibitors; P51450; 310,000 compounds, 5.4% hits; AID 2551; Drosophila S2 Gal4-RORgamma UAS-luciferase reporter, 20 h; further: potency means the concentration at half of the fitted maximal effect; on the % scale 0 is the no-effect control and ±100 the full control effect; nearly all actives have a fitted effect of over 60% in size
Target sequence (P51450 whole entry, looked up, the tested form may be a part): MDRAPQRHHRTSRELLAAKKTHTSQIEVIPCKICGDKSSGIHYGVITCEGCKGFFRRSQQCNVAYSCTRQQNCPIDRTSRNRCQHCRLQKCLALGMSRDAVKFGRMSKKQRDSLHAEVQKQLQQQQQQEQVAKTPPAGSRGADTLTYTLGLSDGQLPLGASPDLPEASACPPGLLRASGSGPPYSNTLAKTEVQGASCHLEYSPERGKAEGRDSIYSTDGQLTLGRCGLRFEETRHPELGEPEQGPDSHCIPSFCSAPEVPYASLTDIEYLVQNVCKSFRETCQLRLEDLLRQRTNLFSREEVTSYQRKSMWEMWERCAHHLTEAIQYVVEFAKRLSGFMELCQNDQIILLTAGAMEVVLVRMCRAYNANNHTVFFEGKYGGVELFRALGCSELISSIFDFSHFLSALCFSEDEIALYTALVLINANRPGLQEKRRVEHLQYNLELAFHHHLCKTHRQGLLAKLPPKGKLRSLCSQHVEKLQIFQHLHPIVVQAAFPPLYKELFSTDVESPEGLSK
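A Gal4/UAS one-hybrid system in insect cells: metallothionein-promoter Gal4–ROR gamma fusion plus Photinus luciferase reporter. Copper sulfate 700 uM final, 20 hr ambient incubation, luminescent detection after 10 min with reagent.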
TRPV1 ag – activates the human vanilloid receptor TRPV1; Q8NER1; TRPV1-expressing cells, Fluo-8 calcium influx, agonist mode; activation, % at 8.33 µM; 320,000 compounds, 0.19% hits; AID 540275; in the data active means activation above about 80%; inconclusive means between about 30% and that limit; further: 0% is about no effect
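Fluo-8 calcium influx in TRPV1-expressing cells, kinetic read (ex 480/em 520 nm). Compound added and read 3 min for agonist activity, followed by capsaicin at EC20 final and 2 min further read for enhancement.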
Gal4-VP16 FLuc – inhibits Gal4-VP16 luciferase reporter, ROR gamma counter-screen. Drosophila S2 Gal4-VP16 UAS-luciferase, luminescence, 20 h. Potency, µM (highest dose often 53.6 µM), without a hit: at the highest dose activity, negative = inhibition, usual class: inhibitors. 310,000 compounds, 3.5% hits. AID 2546;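 further: Gal4-VP16 expression switched on by copper sulfate through the metallothionein promoter; potency means the concentration at half of the fitted maximal effect; on the % scale 0 is the no-effect control and ±100 the full control effect; nearly all actives have a fitted effect of over 50% in size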
NPC1 promoter act – NPC1 promoter activation; Huh7 NPC1 promoter luciferase reporter, 24 h; Potency, µM (titrated, usually from 9.22 µM), without a hit: top-dose activation, most hits filed as activators; 320,000 compounds, 2.4% hits;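 further: potency means the concentration at half of the fitted maximal effect; % of control where 0% means no effect; nearly all actives have a fitted effect of over 60% in size; reporter is driven by a mutant NPC1 promoter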
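Compounds in DMSO were transferred onto Huh7 NPC1-luciferase reporter cells pre-incubated 2 h; after 24 h at 37 °C, Amplite reagent was dispensed and luminescence recorded 10 min later.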
ELG1 genotoxic – induces genotoxicity in HEK293T cells with luciferase-tagged ELG1 | HEK293T ELG1-luciferase reporter, luminescence, 16 h | Potency, µM (series often up to 46 µM), without a hit: at the top dose activity change, positive = activation, usual class: activators | AID 504466 | 330,000 compounds, 1.3% hits; further: potency means the concentration at half of the fitted maximal effect; % of control where 0% means no effect; nearly all actives have a fitted effect of over 60% in size
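Screening used a luciferase reporter fused to human ELG1 in HEK293T cells. Luminescence was read on a CCD plate imager after 16 hr exposure and 30 min ONE-Glo incubation.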
ELG1 DNA repair – inhibitors of ELG1-dependent DNA repair in HEK293T cells; 330,000 compounds, 2.3% hits; Potency, µM (top dose mostly 46.1 µM), inactives show at the top dose activity change, negative = inhibition, usual class: inhibitors; HEK293T ELG1-luciferase reporter, luminescence, 16 h; DNA damage induced by 5-fluorouridine; further: potency means the concentration at half of the fitted maximal effect; on the % scale 0 is the no-effect control and ±100 the full control effect; nearly all actives have a fitted effect of over 55% in size
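Cells (2,000 per well) received 5-fluorouridine plus test compound or DMSO and were incubated 16 hr at 37 °C, 5% CO2. Luciferase activity was read by luminescence 30 min after ONE-Glo addition; signal suppression marked inhibition of damage-induced ELG1 function.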
BRCA1 expr up – BRCA1 expression activation; Potency, µM (highest dose often 46.1 µM), inactives show top-dose activation, hits mostly activators; MCF7-BRCA1-FFLuc reporter, luminescence, 48 h; response scale: scaled: vehicle 0%, 10 µM genistein 100%; 380,000 compounds, 1.1% hits; further: potency means the concentration at half of the fitted maximal effect; nearly all actives have a fitted effect of over 80% in size; some results filed as inactive show a strong effect at the top dose
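Reporter cells (MCF7, BRCA1 promoter-firefly luciferase) received library compounds across a concentration series for 48 h. End-point luminescence was measured and concentration-effect curves derived after normalization.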
Rab9 promoter act – activates the Rab9 promoter | Huh7 Rab9 promoter-luciferase reporter, luminescence, 24 h | Potency, µM (titrated, usually from 9.22 µM), without a hit: at the highest dose activation, negative = inhibition, usual class: activators | 320,000 compounds, 2.8% hits; further: potency means the concentration at half of the fitted maximal effect; % of control where 0% means no effect; nearly all actives have a fitted effect of over 60% in size
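Huh7 cells stably carrying a Rab9 promoter-luciferase reporter, 1500 cells per well in OP-MEM I with 10% FBS, treated with compound 24 hours at 37C. Luciferase activity read by luminescence after 10 minutes with Amplite reagent.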
Tb PFK block – inhibitors of T. brucei phosphofructokinase; 330,000 compounds, 0.17% hits; T. brucei PFK, ADP-Glo luminescence; Potency, µM (top dose mostly 57.5 µM), inactives show top-dose activity, negative = inhibition, most hits filed as inhibitors;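 further: potency means the concentration at half of the fitted maximal effect; 0% = uninhibited 1x PFK enzyme wells and -100% = no-enzyme wells; nearly all actives have a fitted effect of over 60% in size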
Target sequence (O15648 whole entry, looked up): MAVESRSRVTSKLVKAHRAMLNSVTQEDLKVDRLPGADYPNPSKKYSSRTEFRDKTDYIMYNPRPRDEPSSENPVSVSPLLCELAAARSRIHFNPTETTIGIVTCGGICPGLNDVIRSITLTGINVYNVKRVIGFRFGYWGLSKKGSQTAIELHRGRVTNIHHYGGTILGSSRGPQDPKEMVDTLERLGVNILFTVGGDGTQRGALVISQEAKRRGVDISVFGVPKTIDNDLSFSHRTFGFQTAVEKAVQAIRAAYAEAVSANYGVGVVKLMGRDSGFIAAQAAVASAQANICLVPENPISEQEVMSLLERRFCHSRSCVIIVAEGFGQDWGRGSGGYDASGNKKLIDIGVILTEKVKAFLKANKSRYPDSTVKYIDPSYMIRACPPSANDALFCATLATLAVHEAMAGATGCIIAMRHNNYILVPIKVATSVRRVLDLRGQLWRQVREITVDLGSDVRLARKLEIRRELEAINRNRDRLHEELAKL
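Activity is normalized to no-enzyme wells (full inhibition) and 1.25 nM enzyme wells (no inhibition). Reaction: 0.5 mM F6P, 0.1 mM ATP, 45 min RT, ADP-Glo luminescence; concentration-response curves fitted and classed by quality.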
* hit, by the source's call; ? = inconclusive; / = not tested or not shown; & = joins results of further samples; [ ] = dose if it differs, or a comment. Unless noted, the call rests on the fitted dose curve; in most records, active means well fitted curve in the direction sought with a large enough effect; inconclusive means small, poorly fitted or top-dose-only effect, or another doubt; inactive means no such curve, though single readings can be large; an effect the other way counts as inactive or inconclusive.

SMILES | p53 reactivation | FLuc counter | RORg inh | TRPV1 ag | Gal4-VP16 FLuc | NPC1 promoter act | ELG1 genotoxic | ELG1 DNA repair | BRCA1 expr up | Rab9 promoter act | Tb PFK block
NS(=O)(=O)c1ccc(N2C(=O)C(=O)/C(=C(/O)c3ccccc3)C2c2ccc(Cl)cc2)cc1 (centres undefined) | 3% | -14% | 12% | -1 | -7% | 9% | -2% | ? | 15% | 0% | -12%
Cn1c(COc2ccccc2)nnc1SCC(=O)Nc1ccc(S(N)(=O)=O)cc1 | -1% | 2% | 5% | -4 | 9% | -1% | 0% | 17% | 14% | 2% | 1%
CCOC(=O)c1sc(Nc2cccc(C)c2C)nc1C | 5% | ? | ? | 1 | 5% | -6% | 0% | -1% | / | 0% | -3%
COC(=O)[C@@H](NC(=O)O[C@@H]1C(=O)c2cc(Br)ccc2O[C@H]1c1cccc(OC)c1)C(C)C | 27% | ? | -1%&19% | 18 | -3%&5% | -2% | 0% | 9% | / | -10% | -2%
CC(NS(=O)(=O)c1ccc(OCC(=O)Nc2cccc([N+](=O)[O-])c2)cc1)c1ccccc1 (centres undefined) | 10% | 6% | ? | 2 | ? | 0% | -8% | ? | -19% | -7% | -1%
CCCCCCCCCS(=O)(=O)N/N=C/c1cccc([N+](=O)[O-])c1 | 5% | -17% | -5% | ? | -20% | 12% | -1% | -3% | 1% | 17% | 1%
CCCCC(=O)OCc1c(-c2ccccc2)ncc2ccccc12 | -3% | 2% | / | 14 | / | 3% | 0% | -13% | 6% | 2% | 0%
CN1C(=O)C(=O)N(CC(=O)Nc2ccccc2OC(F)F)C1=O | -4% | 3% | / | 1 | / | -1% | 0% | 13% | 4% | -7% | 0%
CCOC(=O)[C@@H]1[C@H]2COc3ccc(Br)cc3[C@H]2N2C(=O)N(c3ccc(Cl)cc3)C(=O)[C@]12C | -2% | / | / | / | / | / | 0% | -5% | -6% | / | 11%
C=CCn1c(C)cc(C(=O)COC(=O)C2CC(=O)N(CCc3ccc(OC)c(OC)c3)C2)c1C (centres undefined) | 1% | -3% | / | 2 | / | 10% | -1% | ? | -1% | 9% | 26%
Cc1nc2ccc(NC(=O)N(C(C)C)C(C)C)cc2s1 | 19% | ? | 36% | -1 | 8% | 9% | ? | ? | 62% | 2% | -2%
O=C(C/C=N\OCc1ccc([N+](=O)[O-])cc1)Nc1ccc(Br)cc1 | -4% | -1% | 3% | 24 | 3% | -1% | -1% | 10% | -24% | -5% | -8%
O=C(Nc1cscc1S(=O)(=O)c1ccc(Cl)cc1)c1ccccc1Cl | -2% | -6% | -4% | 24 | 5% | -1% | 6% | ? | 7% | 10% | -4%
COc1ccccc1CNC(=O)c1ccc(NC(=O)CC2SC(N3CCCC3)=NC2=O)cc1 (centres undefined) | 4% | / | / | / | / | / | 3% | 10% | -5% | / | -10%
COc1ccc2nc(SCC(=O)O)nc(C)c2c1 | 0% | -22% | -6% | 3 | -8% | 10% | 15% | 2% | 0% | 9% | 9%
COc1ccc(S(=O)(=O)N2CCC(C(=O)N3CCCCC3)CC2)cc1Cl | -1% | -1% | 27% | 0 | -4% | -9% | -4% | ? | -24% | 0% | 0%
Cc1ccc(C)c(-c2cc(C(=O)Nc3nccs3)c3ccccc3n2)c1 | -4% | -1% | 13µM* | 15 | ? | -2% | -1% | ? | -49% | -4% | -3%
Cc1ccc(CSCC(=O)NCc2cccnc2)cc1 | 1% | 0% | 1% | 3 | -8% | -1% | 0% | 0% | 0% | -5% | 7%
C/C(=N\NC(=O)CNC(=O)C(c1ccccc1)c1ccccc1)c1ccc(C)cc1 | 0% | 2% | -4% | 5 | -10% | -2% | 5% | 22% | / | -5% | 0%
CCn1c(-c2ccc(-c3ccccc3)cc2)c[nH]c1=S | -1% | -17% | 1.8µM* | 17 | 1.6µM* | 2% | 7% | ? | -8% | -3% | -6%
CCc1ccc(NC(=O)c2cc(-c3ccc(F)cc3)on2)cc1 | 2% | -3% | -3% | 3 | 0%[10 µM] | 1% | 10% | 90% | 18% | -2% | -1%
CCOc1ccccc1C(=O)NCC(=O)NCC(c1ccc(OC)cc1)N1CCOCC1 (centres undefined) | -5% | 1% | / | -1 | / | 0% | 1% | 3% | -14% | -2% | -2%
CN(CC(=O)Nc1ccc(N2CCOCC2)cc1)C(=O)CCNC(=O)c1ccc(Br)cc1 | 3% | -15% | / | -2 | / | -2% | -1% | 0% | -8% | 0% | 3%
Cc1ccc(SCc2cc(=O)n3[nH]cnc3n2)cc1 | 3% | -16% | 32% | -5 | 1% | 0% | -2% | 14% | 5% | 1% | 1%
O=[n+]1cc(-c2ccc(F)cc2)n([O-])c2c1CCC2 | 22% | -2% | -18%[0.365 µM] | 0 | / | 1% | -1% | 4% | 7% | 1% | -6%

Later entries.
SMILES | p53 reactivation | FLuc counter | RORg inh | TRPV1 ag | Gal4-VP16 FLuc | NPC1 promoter act | ELG1 genotoxic | ELG1 DNA repair | BRCA1 expr up | Rab9 promoter act | Tb PFK block
CCN1CCN(c2ccc(NC(=O)c3ccc4c(c3)OCO4)cc2)CC1 | ? | 17µM* | -32% | 1 | -7%[0.365 µM] | ? | 9.2µM* | ? | ? | ? | 3%
CCC1=C(OC(=O)N(CC)CC)N2C(=O)OC(=NCCc3c[nH]c4ccccc34)[C@]2(C)[C@H]2C1=CC[C@H]1C(=O)NC(=O)[C@H]12 | 2% | 1% | 29%&40% | -3 | -2%&2% | -6% | 0% | 1% | 0% | -12% | 0%
NC(=O)c1nnn(-c2nonc2N)c1-c1ccc([N+](=O)[O-])cc1 | -2% | 0% | -34% | -4 | 13% | -1% | -1% | 0% | -16% | -6% | -8%
CCOC(=O)C1C(=O)CC(C)(O)C(C(=O)OCC)C1c1ccc(OCC)cc1 (centres undefined) | -2% | 5% | 3% | -1 | -1% | 0% | -3% | 0% | -3% | -1% | 0%
CC1=CSC2=NC(=O)/C(=C/c3cccc(OC(=O)c4ccco4)c3)C(=N)N12 | 28% | ? | 25% | -5 | -3% | 0% | 0% | 12% | -9% | 0% | 2%
CCOc1ccccc1N1CCN(CC(=O)Nc2ncc(C)s2)CC1 | -3% | 4% | 4% | 5 | 4% | -4% | 2% | -12% | -23% | 6% | -2%
O=C(NCCC(=O)N1CCc2ccccc21)c1ccccc1Cl | -1% | 5% | 10% | -2 | -3% | -5% | 5% | -7% | 5% | 3% | 2%
O=C(OCc1nnc(-c2ccccc2Br)o1)c1ccco1 | 15% | / | / | / | / | / | 1% | 0% | 4% | / | -11%
CCCc1c(C(=O)N/N=C/c2ccc(OC)c(OCc3ccccc3)c2)nnn1-c1nonc1N | ? | -5% | 7% | -9 | -11% | -7% | 0% | 18% | 3% | -8% | -8%
O=c1c2ccccc2nc(-c2ccccc2)n1CCCn1ccnc1 | 5% | 3% | -8% | 16 | -2% | -1% | 5% | ? | -8% | -2% | -3%
CCOC(=O)CC1COc2ccccc2N1C(=O)c1cccc([N+](=O)[O-])c1 (centres undefined) | -1% | -2% | 9% | 1 | 2% | -3% | -3% | -11% | -7% | -2% | 0%
CC(=O)N1N=C(c2ccc(C)cc2)CC1c1ccco1 (centres undefined) | 0% | ? | 36% | 4 | ? | 22% | ? | ? | 13µM* | ? | -1%
COc1ccc(NC(=O)CNS(=O)(=O)c2ccc(Cl)cc2)cc1 | -7% | -12% | ? | -1 | -4% | 4% | 2% | 21% | -23% | 6% | 1%
CC1CC(C)(C)CC2(C1)NC(=O)N(CC(=O)Nc1cc([N+](=O)[O-])ccc1F)C2=O (centres undefined) | -6% | 0% | / | 13 | / | 0% | -3% | 0% | -34% | 0% | 0%
O=C(CCC(=O)N1CCOc2ccc(Cl)cc21)NCCCN1CCC(Cc2ccccc2)CC1 | / | 2% | ? | -1 | -9% | 4% | 2% | 3% | -10% | -8% | ?
COc1ccc(C(=O)NCC(=O)NCC2COc3ccccc3O2)cc1 (centres undefined) | -2% | -6% | 44% | 10 | -3% | 3% | 1% | 1% | 10% | -2% | -1%
CCN(C(C)=O)c1nnc(CSc2nc3ccccc3s2)s1 | ? | ? | ? | ? | ? | ? | 8.2µM* | ? | 24% | ? | -3%
CSCCC(NC(C)=O)C(=O)OCC(=O)N(c1ccccc1)c1ccccc1 (centres undefined) | -4% | 0% | 5% | 6 | -13% | -2% | -1% | 4% | 7% | -4% | 3%

High-throughput results deposited in PubChem BioAssay by National Center for Advancing Translational Sciences (NCATS).
